Screens (PubChem)
GPR55 antagonists = inhibition of LPI-stimulated GPR55 beta-arrestin translocation – imaging, U2OS, beta-arrestin-GFP, LPI agonist, primary screen (AID 2013). 290,000 compounds, 0.13% hits. U2OS GPR55 beta-arrestin-GFP translocation imaging, LPI antagonism; higher % means a stronger effect. inhibition, % at 10 µM; hits with a dose series show IC50 in µM;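 active = spots per cell inhibited over 60%, with over 100 cells counted and total cytoplasm intensity under 500,000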;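 note: U2OS cells stably carrying GPR55 and arrestin-GFP stimulated by 5 µM LPI near EC80; imaged beta-arrestin-GFP aggregate spots per cell after agonist stimulation; plate controls were LPI-stimulated DMSO wells for no effect and DMSO wells without LPI for full effect; some results filed as inactive read as strong as hits; confirmed hits need IC50 under 10 µM and bright autofluorescent wells are also inconclusive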
K1F lysis inhibition = protection from phage-mediated lysis, alamar blue read-out – E. coli UTI89, K1F phage, bacterial capsule biogenesis inhibitors (AID 488966) | E. coli UTI89 K1F phage lysis, alamar blue, 2 h; higher % means a stronger effect | inhibition, % at 100 µM; hits with a dose series show IC50 in µM | 340,000 compounds, 0.02% hits;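 active = phage lysis inhibition, versus mean bacterial control, above a set limit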;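 note: capsule biogenesis inhibitors block K1F phage lysis so surviving cells raise fluorescence; higher fluorescence means more inhibition of phage lysis; actives were called in the ten point dose series up to 300 µM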
NTR1 agonist = agonists of NTR1, primary screen, imaging, U2OS cells, beta-arrestin-GFP, high content (AID 493036); P30989; activation, % at 20 µM; NTR1-U2OS beta-arrestin-GFP spot imaging, agonist mode; 330,000 compounds, 0.17% hits;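 active = activation at or above 40% of the spot to cytoplasm intensity ratio, with at least 20 cells analyzed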;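 note: 0% = DMSO without peptide and 100% = 100 nM NTR1 peptide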
Target sequence (P30989 whole entry, looked up): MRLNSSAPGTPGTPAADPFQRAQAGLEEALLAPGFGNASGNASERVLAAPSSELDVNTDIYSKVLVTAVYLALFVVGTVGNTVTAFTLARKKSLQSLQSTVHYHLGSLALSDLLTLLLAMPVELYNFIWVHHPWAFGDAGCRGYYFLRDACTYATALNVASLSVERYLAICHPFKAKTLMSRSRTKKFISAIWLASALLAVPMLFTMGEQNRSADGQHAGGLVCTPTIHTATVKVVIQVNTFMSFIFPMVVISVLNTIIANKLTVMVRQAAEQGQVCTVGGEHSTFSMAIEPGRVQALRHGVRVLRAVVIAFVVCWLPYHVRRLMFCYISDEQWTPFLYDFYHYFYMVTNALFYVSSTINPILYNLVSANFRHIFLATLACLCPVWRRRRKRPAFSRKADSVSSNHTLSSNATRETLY
Rac1 GTP hydrolysis = MgcRacGAP GTPase-activating activity inhibitors, confirmation, biochemical, ADP Hunter fluorescence; MgcRacGAP-stimulated Rac1 GTP hydrolysis, ADP Hunter fluorescence; higher % means a stronger effect; GST-tagged Rac1 F28L mutant substrate; inhibition, % at 30 µM; hits with a dose series show IC50 in µM; 340,000 compounds, 0.6% hits; AID 624330;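 active = first-screen hits whose inhibition reached a set limit at any dose in the follow-up dose series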;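 note: fluorescence reports GDP produced by GAP-driven GTP hydrolysis; strong numbers were not always called active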
NOD1 inhibition = NOD1 signaling inhibitors, primary screen, cell-based, luminescence, uHTS (AID 1578); 290,000 compounds, 1% hits; NOD1-driven NF-kB luciferase reporter cells, luminescence; higher % means a stronger effect; one-dose inhibition, % at 4 µM; EC50 in µM for titrated hits; in the data active = inhibition mostly above about 36%, no sharp cut-off; inactive = mostly below about 34%;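 note: HEK-293T reporter cells stimulated with the NOD1 agonist gamma-tri-DAP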
GPR35 arrestin U2OS = inhibition of zaprinast-stimulated GPR35 beta-arrestin translocation – imaging, U2OS, beta-arrestin-GFP, zaprinast agonist, primary screen (AID 2058); U2OS GPR35 beta-arrestin-GFP translocation imaging, zaprinast antagonism; higher % means a stronger effect; one-dose inhibition, % at 10 µM; IC50 in µM for titrated hits; 290,000 compounds, 0.052% hits;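 active = inhibition of at least 50% with at least 30 cells and total cytoplasm GFP at most 10,000,000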
KOR beta-arrestin-1 = kappa opioid receptor blockers – cell-based, luminescence, uHTS (AID 1778). KOR beta-arrestin recruitment, luminescence, antagonist mode; higher % means a stronger effect. one-dose inhibition, % at 10 µM; IC50 in µM for titrated hits. 290,000 compounds, 0.091% hits; in the data active = inhibition above about 50%; note: strong numbers were not always called active
GPR55 beta-arrestin = selective activators of receptor GPR55 – imaging, U2OS cells, beta-arrestin-GFP redistribution, primary screen (AID 1961); U2OS GPR55 beta-arrestin-GFP redistribution imaging; higher % means a stronger effect; one-dose activation, % at 10 µM; EC50 in µM for titrated hits; 290,000 compounds, 0.048% hits;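 active = activation above 40% with more than 50 cells counted in the well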;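 note: U2OS osteosarcoma cells stably expressing GPR55 and beta-arrestin-GFP; plate controls were DMSO negative control for no effect and LPI positive control for full effect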
KOR beta-arrestin-2 = KOR agonists, beta-arrestin recruitment, primary screen, cell-based, luminescence, uHTS (AID 1777); 280,000 compounds, 0.02% hits; KOR beta-arrestin recruitment, luminescence; higher % means a stronger effect; activation, % at 10 µM; hits with a dose series show EC50 in µM; in the data active = activation above about 50%, passing the limit was not always enough; note: a part of the inactive calls stands beside numbers as strong as those of hits
NTR1 agonist cell count 20 µM = also measured in NTR1 agonist; calls as there; cell count; measured here: cell count, cytotoxicity flag
Numbers without * were called inactive; / = not tested or not shown; [ ] = remark or other dose.

SMILES	GPR55 antagonists	K1F lysis inhibition	NTR1 agonist	NTR1 agonist cell count 20 µM	Rac1 GTP hydrolysis	NOD1 inhibition	GPR35 arrestin U2OS	KOR beta-arrestin-1	GPR55 beta-arrestin	KOR beta-arrestin-2
O=c1c(O[C@@H]2O[C@H](CO)[C@H](O)[C@H](O)[C@H]2O)c(-c2ccc(O)c(O)c2)oc2cc(O)cc(O)c12	-7%	/	/	/	/	-14%	10%	17%	-0.5%	-3.0%
Cc1nc2c(cc1NC(=O)C(C)(C)C)nc(C)n2Cc1ccccc1	15%	-0.1%	0.4	51	7%	-33%	7%	3%[20 µM]	-0.1%	-1.9%
CCOc1ccc2[nH]c(=O)c(CN(Cc3ccc(F)cc3)C(=O)c3ccco3)cc2c1	8%	0.7%	4.0	31	13%	2%	-9%	11%	-0.3%	2.0%
O=C(CN1CCN(c2ccccn2)CC1)N1c2ccccc2CCc2ccccc21	7%	-0.2%	-0.9	55	28%	-20%	-7%	0%	-0.2%	8.7%
O=C(COC(=O)CCCSc1nc2ccccc2[nH]1)NC(=O)NC1CCCC1	0%	-0.5%	0.6	51	-9%	-13%	19%	7%	0.2%	5.0%
COc1ccc2c(Cl)c(C(=O)N/N=C3\CCCC(=O)C3)sc2c1	-31%	0.2%	-1.1	67	10%	-36%	-8%	-31%	0.2%	4.0%
O=C(O)c1ccc(N=Cc2c(O)ccc3oc4c(c23)CCCC4)cc1	8%	-0.1%	3.6	44	9%	60%*	-15%	3%	0.0%	6.3%
Cc1cc(NC(=O)C(C)Oc2ccc(Cl)cc2Cl)n(-c2ccccc2)n1 (stereo not drawn)	7%	6.2%	1.7	74	7%	5%	4%	-13%	-0.1%	0.3%
Cc1cc(C)cc(Nc2nc(-c3ccc(S(=O)(=O)N4CCCC4)cc3)cs2)c1	10%	0.9%[50 µM]	5.7	41	10%	4%	-12%	20%	-0.2%	8.2%
CCCC(=O)Nc1cccc(-c2nc3ccccc3o2)c1	-5%	3.0%	-1.7	101	6%	-2%	-9%	-42%	-0.1%	3.8%
CCCn1cc(CN2CCC(n3nccc3NC(=O)CCOc3ccccc3)CC2)c(C)n1	4%	0.1%	-0.7	76	4%	-22%	-4%	-29%	-0.2%	-5.4%
O=C(Cc1ccc(Cl)cc1)Nc1ccc(Cl)cn1	6%	-0.1%	1.0	71	12%	-14%	8%	1%	0.2%	-0.8%
O=C(CSc1nc(-c2ccccc2)cs1)Nc1cccc([N+](=O)[O-])c1	1%	1.9%	2.4	54	8%	9%	-2%	-43%	-0.1%	-1.2%
CCCC(CCC(=O)Nc1cccc([N+](=O)[O-])c1)C(=O)O (stereo not drawn)	1%	-0.1%	-0.2	54	6%	2%	-6%	9%	-0.2%	-1.9%
CN1CCN(C(CNC(=O)Nc2ccc(Cl)cc2)c2ccc(F)cc2)CC1 (stereo not drawn)	2%	0.1%	2.0	49	-19%	4%	11%	-37%	-0.3%	-5.3%
COc1ccc(N)cc1S(=O)(=O)Nc1ccccc1Cl	8%	0.0%	1.3	55	12%	9%	-2%	11%	-0.1%	/
COC(=O)C1=CN(c2cc(C)cc(C)c2)C=C(C(=O)OC)C1c1ccc(OC)c(O)c1	13%	0.2%	5.0	94	2%	-5%	1%	1%	1.1%	-2.0%
CCn1c(CNC(=O)Cc2ccc(OC)cc2)nnc1SCC(=O)c1ccc(Br)cc1	2%	-0.3%	1.8	62	12%	-20%	12%	15%	0.0%	-11%
Fc1ccc(-n2c(Cc3ccccc3)nnc2SCc2nc(-c3cccs3)no2)cc1	5%	-0.2%	2.3	39	7%	10%	-10%	-22%	-0.1%	-1.3%
CC(C)(C)N(Cc1ccccc1)C(=O)c1ccncc1	6%	0.4%	0.3	61	10%	-2%	5%	-46%[20 µM]	-0.1%	-4.4%
Nc1nc(NCCCN2CCOCC2)nc(Nc2ccccc2)c1[N+](=O)[O-]	-2%	1.9%[50 µM]	3.9	72	12%	-45%	-4%	-32%	0.6%	1.7%
COc1ccc(N2C(=O)CSC2c2ccc3c(c2)OCO3)c(OC)c1 (stereo not drawn)	12%	0.1%	-0.7	79	3%	-16%	1%	2%	-0.1%	-1.3%
O=C(NCc1ccc2c(c1)OCO2)C(=O)NCC1OCCN1S(=O)(=O)c1ccccc1 (stereo not drawn)	9%	2.6%[50 µM]	0.1	54	4%	-30%	-8%	-8%	-0.1%	0.6%
COc1ccc(O)c(CN2CCN(CCCc3ccccc3)C(CCO)C2)c1 (stereo not drawn)	14%	-2.2%	-0.2	60	-26%	15%	-2%	0%[20 µM]	-0.4%	-2.7%
COCCCNC(=O)CCc1ccc(S(=O)(=O)Nc2ccc(C)cc2)cc1	9%	4.8%	-0.4	59	1%	4%	6%	-6%	0.2%	-9.9%
Cc1cc(C(=O)N2CCN(S(=O)(=O)c3ccccc3F)CC2)c(C)o1	14%	1.2%	3.0	37	5%	-38%	-5%	9%	0.0%	-7.4%
Cc1ccc(S(=O)(=O)NC(=O)NN2CC3CCCC3C2)cc1 (stereo not drawn)	7%	0.1%	-1.1	87	-1%	-1%	-3%	-33%	0.0%	0.7%
CCOC(=O)NN=C1CCC(c2ccccc2)CC1 (stereo not drawn)	8%	0.2%	1.6	53	2%	-9%	-13%	15%	-0.1%	-5.8%
CC1CCN(c2c(NCc3ccc(C(=O)N4c5ccccc5CC4C)cc3)c(=O)c2=O)CC1 (stereo not drawn)	-6%	0.1%	-1.0	65	3%	5%	-23%	20%	0.7%	2.5%
CC(=O)Nc1nonc1NC(=O)COc1ccccc1	2%	0.0%	-1.1	58	10%	-37%	-9%	-20%	0.5%	-3.3%
COC(=O)[C@H](C)NC(=O)COc1ccccc1	-2%	-0.9%	-0.5	92	-1%	-19%	-14%	-6%	-0.1%	4.4%
O=C(CSc1ccc2nnc(-c3cccc(F)c3)n2n1)NCC1CCCO1 (stereo not drawn)	7%	6.4%	2.0	60	9%	-13%	18%	-14%	-0.1%	0.2%
COC(=O)c1sc(SC)c2c1CC(C)(C)C/C2=N/O	15%	1.0%	2.6	46	7%	1%	5%	-1%	0.6%	-2.5%
COC(=O)c1ccc(NC(=O)c2ccc(OC(C)=O)c(OC)c2)cc1	-13%	0.4%	1.5	61	14%	-39%	-16%	14%	-0.1%	-4.0%
OC(CNc1ccccc1)Cn1ccc2ccccc21 (stereo not drawn)	2%	0.7%	0.2	51	24%	-19%	6%	10%[20 µM]	0.3%	-1.4%
C=CCn1c(=O)c2ccccc2n2c(SCc3nc4ccccc4s3)nnc12	-10%	-0.2%	3.6	22	9%	-64%	-9%	-19%	0.2%	-1.1%
CC(C)(Oc1ccc(CCNC(=O)c2ccc(-c3ccccc3)o2)cc1)C(=O)O	7%	-0.3%	1.8	67	8%	-24%	1%	24%	0.0%	2.0%
COc1ccc2c(c1)nc(SCC(=O)c1ccc(Br)s1)n2C	20%	0.2%	-0.1	47	7%	9%	2%	8%	-0.1%	1.8%
COc1cccc(C2(O)CCN(C(=O)C3CC3)CC2)c1	-9%	-0.8%	-2.7	46	2%	-2%	-7%	-12%	0.7%	10%
COc1ccc(/C=N/NC(=O)c2cc(C34CC5CC(CC(C5)C3)C4)[nH]n2)cc1OC	2.7µM*	-0.2%	10	81	9%	-41%	0%	-2%	-0.3%	7.1%
CN(C)c1ccc(P(=O)(OCc2ccccc2)C(O)c2ccc(Br)cc2)cc1 (stereo not drawn)	-10%	5.2%	0.3	35	8%	12%	-7%	-9%	0.0%	4.7%
O=C(NCC1CCCO1)c1ccc(Br)o1 (stereo not drawn)	-8%	0.3%	0.4	54	5%	9%	-14%	-4%	-0.2%	0.3%
CC1CN(C(=O)c2ccc(CNS(=O)(=O)c3cccc(C(F)(F)F)c3)cc2)CC(C)O1 (stereo not drawn)	7%	0.4%	1.1	95	4%	-6%	-9%	-2%	0.0%	5.6%
COc1ccc(NC(=O)Cn2c(=O)n(-c3ccc(CC(=O)NCc4ccco4)cc3)c(=O)c3ccccc32)cc1	-2%	-0.2%	8.6	79	-1%	-41%	-2%	30%	-0.3%	-6.0%
O=C(NC1CCCC1)C1CC1c1ccccc1 (stereo not drawn)	15%	0.8%	-2.6	65	1%	-26%	0%	-10%	-0.3%	-5.8%
O=C(NCC1CCCO1)c1cc2c(=O)[nH]c3ccccc3c2s1 (stereo not drawn)	0%	0.0%	2.2	45	5%	-13%	4%	-13%	-0.4%	-4.7%
COc1cccc(/C=C/C(=O)N2CCN(S(=O)(=O)c3ccccc3)CC2)c1OC	0%	0.0%	-0.8	48	2%	0%	-7%	18%	-0.1%	-2.0%
CCc1nnc2n1N=C(c1ccccc1)CS2	1%	0.8%	-1.1	75	7%	-7%	8%	29%	-0.1%	-5.6%
COc1ccc(CCNS(=O)(=O)c2cn(C)nc2C)cc1	-8%	0.4%	1.2	62	11%	40%	-3%	-14%	-0.2%	2.1%
CCCc1cc2c(=O)n(NC(=O)c3nn(C)cc3[N+](=O)[O-])c(C)nc2s1	6%	3.1%	0.7	39	6%	-16%	-4%	/	0.7%	-0.6%
CN(Cc1cc([N+](=O)[O-])ccc1Cl)C(=O)C[n+]1ccccc1	2%	-0.2%	-0.8	93	10%	-6%	-5%	-37%	0.0%	3.3%
CCc1ccc(/C=N/Nc2ncnc3nc[nH]c23)cc1	2%	-0.1%	-1.3	48	-8%	-13%	-8%	-1%	0.3%	-3.4%
O=C(COC(=O)/C=C/c1cccc([N+](=O)[O-])c1)NCc1ccc2c(c1)OCO2	0%	0.2%	-1.5	52	10%	-35%	-8%	19%	0.7%	0.0%
Cc1cccc(N2CCN(C(=O)Cn3cccc3C(=O)c3ccccc3)CC2)c1C	12%	1.6%	2.9	86	5%	-19%	0%	15%	0.5%	-3.9%
O=C(NNc1ccc([N+](=O)[O-])cc1)c1ccco1	13%	1.5%[50 µM]	2.2	66	-6%	-55%	-5%	19%	0.7%	-2.3%

Some of the compounds tested, so the mix of outcomes need not match the whole.
